CHO parental Ca: ATP-evoked calcium signal inhibitors, parental CHO, primary screen, counter-screen for OX1R antagonist project, cell-based, fluorescence, Fluo-8 calcium dye. parental CHO-K1, ATP-induced calcium, Fluo-8 fluorescence. inhibition, % at 5.6 µM. hit rate 0.63% among 330,000;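 active = inhibition above that plate's mean sample inhibition plus 3 SD, cut at about 26% in these data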;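 note: 0% = ATP-challenged DMSO wells and 100% = DMSO wells without ATP; some compounds past the cut are filed as inactive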
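Material: parental CHO cells / Compound: single nominal dose of 5.6 µM per compound / Signal: Fluo-8 fluorescence / Replicates: singlicate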
CHO-K1 Ca PAM: nonselective calcium activators in parental CHO-K1 cells, primary screen, counter-screen for M1 PAM project, cell-based, Fluo-8 calcium fluorescence, full deck, 1536-well; ATP EC20; 0% at ATP EC20, 100% at ATP max; hit rate 0.02% among 360,000; AID 602247, 2012; activation, % at 3 µM;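 active = activation above the run cutoff, the mean activation of all test compounds plus 3 SD, cut at about 40% in these data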;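 note: peak over basal fluorescence ratio in a 140 s read after ATP addition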
TAAR1 antagonist: human TAAR1 antagonists, primary screen, Fluo-8 calcium fluorescence, CHO RD-HGA16 cells | Trace amine-associated receptor 1 (Homo sapiens), Q96RJ0 | antagonist | inhibition, % at 3 µM | hit rate 1.5% among 360,000;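 active = inhibition above a per-plate cutoff, the mean inhibition of test compounds on that plate plus 3 SD, cut at about 49% in these data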;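 note: 0% = DMSO plus EC80 beta-PEA response and 100% = DMSO alone without agonist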
Target sequence (Q96RJ0 whole entry, looked up): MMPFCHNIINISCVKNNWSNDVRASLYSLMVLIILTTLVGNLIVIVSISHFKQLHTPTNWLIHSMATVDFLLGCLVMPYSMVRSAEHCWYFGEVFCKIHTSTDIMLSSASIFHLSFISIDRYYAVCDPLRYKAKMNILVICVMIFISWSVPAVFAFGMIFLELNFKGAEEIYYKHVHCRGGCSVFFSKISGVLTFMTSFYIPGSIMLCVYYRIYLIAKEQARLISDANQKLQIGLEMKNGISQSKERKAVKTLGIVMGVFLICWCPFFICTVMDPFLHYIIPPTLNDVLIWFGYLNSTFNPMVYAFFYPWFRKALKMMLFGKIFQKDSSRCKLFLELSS
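System: CHO RD-HGA16 cells bearing hTAAR1. Reagent: EC80 β-phenethylamine stimulus. Schedule: seeding 17-24 h prior, 75-min 37 °C, 30-min RT dye loading. Signal: Fluo-8 intracellular calcium dye fluorescence, real-time kinetic reads. Read-out: % inhibition from peak post-agonist over basal fluorescence ratio. Benchmarks: vehicle wells and EC80 agonist wells. Replicates: n of 1.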
CHO-K1 Ca antag: counter-screen for M1 antagonists: effect in parental CHO-K1 cells. ATP-induced calcium, Fluo-8 fluorescence. inhibition, % at 3 µM. hit rate 0.6% among 360,000. AID 602250;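 active = inhibition above a per-plate cutoff, the plate's mean sample inhibition plus 3 SD, cut at about 24% in these data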;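 note: 0% = DMSO plus EC80 ATP and 100% = DMSO alone without ATP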
M1 PAM: human M1 muscarinic receptor positive allosteric modulators, primary screen, CHO-K1 cells, Fluo-8 calcium fluorescence, 1536-well; hit rate 0.088% among 360,000; activation, % at 3 µM; AID 588819, 2011; CHO-K1 hM1, ACh EC20; 0% = ACh EC20, 100% = maximal ACh; in the data active = activation above about 19%, passing the limit was not always enough
Target sequence (P11229 whole entry, looked up): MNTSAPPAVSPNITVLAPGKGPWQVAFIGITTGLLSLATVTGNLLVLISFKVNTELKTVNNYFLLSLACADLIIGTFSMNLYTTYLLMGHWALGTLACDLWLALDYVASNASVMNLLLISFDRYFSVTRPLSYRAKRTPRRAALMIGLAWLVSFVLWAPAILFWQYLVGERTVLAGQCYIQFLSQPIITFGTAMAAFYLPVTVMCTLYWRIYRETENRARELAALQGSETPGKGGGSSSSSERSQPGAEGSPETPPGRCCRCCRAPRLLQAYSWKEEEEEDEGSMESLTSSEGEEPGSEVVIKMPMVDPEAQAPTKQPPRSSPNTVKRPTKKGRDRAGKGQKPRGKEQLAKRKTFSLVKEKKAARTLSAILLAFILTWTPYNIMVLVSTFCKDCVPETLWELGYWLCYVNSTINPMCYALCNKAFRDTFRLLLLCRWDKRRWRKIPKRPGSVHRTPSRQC
TAAR1 agonist: human TAAR1 agonists, primary screen, Fluo-8 calcium fluorescence, CHO RD-HGA16 cells; Trace amine-associated receptor 1 (Homo sapiens), Q96RJ0; vehicle wells 0%, saturating PEA agonist 100%; activation, % at 3 µM; hit rate 0.99% among 360,000; AID 624467, 2012;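 active = activation above the mean activation of all test compounds in the run plus 3 SD, cut at about 38% in these data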
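System: CHO-derived RD-HGA16 cells with stable Gα16 and human TAAR1. Times: 17-24 h plating, Fluo-8 75 min 37 °C, 30 min RT. Measured by: calcium-sensitive Fluo-8 signal, excitation 470-495, emission 515-575 nm. Read-out basis: % activation relative to PEA EC100 response. Control set: DMSO and PEA EC100. Repeats: no replicates (n 1).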
CHRM1 antagonist: human M1 muscarinic receptor antagonists, primary screen, CHO-K1 cells, Fluo-8 calcium fluorescence, 1536-well. Muscarinic acetylcholine receptor M1 (Homo sapiens), P11229. CHO-K1 hM1, ACh EC80 antagonist. inhibition, % at 3 µM. hit rate 1.3% among 360,000;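 active = percent inhibition above its own plate's cutoff, namely the mean of that plate's compound wells plus 3 SD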;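 note: peak over basal fluorescence ratio during 140 s after agonist addition; 0% = ACh EC80 plus DMSO and 100% = DMSO alone without agonist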
CHRM1 agonist: human M1 muscarinic receptor agonists, primary screen, Fluo-8 calcium fluorescence, CHO-K1 cells, HTS | CHO-K1 hM1, agonist mode; 0% DMSO, 100% acetylcholine EC100 | activation, % at 3 µM | hit rate 0.33% among 360,000 | AID 588814, 2011;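 active = activation above the run's mean compound activation plus 3 SD, cut at about 16% in these data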;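 note: peak over basal fluorescence ratio within a 140 s kinetic read after compound addition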
CHO-K1 Ca ag: counter-screen for M1 agonists: effect in parental CHO-K1 cells. AID 602248, 2012. hit rate 0.48% among 360,000. Fluo-8 calcium fluorescence; scaled to maximal ATP response, vehicle zero. activation, % at 3 µM; in the data active = activation above about 15%;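 note: untransfected CHO-K1 host cells lacking M1 receptor as counterscreen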
* marks the source's active call; other numbers are inactive results.

The opening 3 compounds, to show the layout:
COCCCNC(=O)Nc1ccc(F)cc1F was read as CHO parental Ca 10, CHO-K1 Ca PAM 17, TAAR1 antagonist 4, CHO-K1 Ca antag -8, M1 PAM 8, TAAR1 agonist 0, CHRM1 antagonist -3, CHRM1 agonist -2 and CHO-K1 Ca ag 0.0.
For FC(F)(F)c1cccc(Sc2nc(-c3ccccc3)nnc2C(F)(F)F)c1 the results were CHO parental Ca -8, CHO-K1 Ca PAM 6, TAAR1 antagonist -9, CHO-K1 Ca antag -10, M1 PAM 3, TAAR1 agonist 11, CHRM1 antagonist -34, CHRM1 agonist 0 and CHO-K1 Ca ag -0.1.
Screening COc1ccc(CN2C(=O)c3ccccc3C(/C=N/OCc3ccc(Cl)cc3)C2=O)cc1 (stereo not drawn) returned CHO parental Ca -2, CHO-K1 Ca PAM 12, TAAR1 antagonist 10, CHO-K1 Ca antag -12, M1 PAM 3, TAAR1 agonist 14, CHRM1 antagonist 3, CHRM1 agonist -2 and CHO-K1 Ca ag 0.1.

The whole of this part, repeating the preview:
COCCCNC(=O)Nc1ccc(F)cc1F was read as CHO parental Ca 10, CHO-K1 Ca PAM 17, TAAR1 antagonist 4, CHO-K1 Ca antag -8, M1 PAM 8, TAAR1 agonist 0, CHRM1 antagonist -3, CHRM1 agonist -2 and CHO-K1 Ca ag 0.0.
For FC(F)(F)c1cccc(Sc2nc(-c3ccccc3)nnc2C(F)(F)F)c1 the results were CHO parental Ca -8, CHO-K1 Ca PAM 6, TAAR1 antagonist -9, CHO-K1 Ca antag -10, M1 PAM 3, TAAR1 agonist 11, CHRM1 antagonist -34, CHRM1 agonist 0 and CHO-K1 Ca ag -0.1.
Screening COc1ccc(CN2C(=O)c3ccccc3C(/C=N/OCc3ccc(Cl)cc3)C2=O)cc1 (stereo not drawn) returned CHO parental Ca -2, CHO-K1 Ca PAM 12, TAAR1 antagonist 10, CHO-K1 Ca antag -12, M1 PAM 3, TAAR1 agonist 14, CHRM1 antagonist 3, CHRM1 agonist -2 and CHO-K1 Ca ag 0.1.
COCCn1nnnc1C(C(C)C)N(Cc1cccnc1)Cc1ccccc1Cl (stereo not drawn) was read as CHO parental Ca -18, CHO-K1 Ca PAM 20, TAAR1 antagonist 0, CHO-K1 Ca antag -15, M1 PAM 2, TAAR1 agonist 3, CHRM1 antagonist -8, CHRM1 agonist -4 and CHO-K1 Ca ag 1.0.
Cc1cc(OCC(=O)N2CCC(O)CC2)c2c(C)cc(=O)oc2c1 was read as CHO parental Ca -6, CHO-K1 Ca PAM 11, CHO-K1 Ca antag -16, M1 PAM 11, CHRM1 antagonist -2, CHRM1 agonist -1 and CHO-K1 Ca ag -0.6.
Screening COCCN(CC(=O)Nc1cccc(C)c1C)C(=O)c1cc2c(s1)CCC2 returned CHO parental Ca -23, CHO-K1 Ca PAM 7, TAAR1 antagonist 4, CHO-K1 Ca antag -17, M1 PAM 12, TAAR1 agonist 1, CHRM1 antagonist -15, CHRM1 agonist -4 and CHO-K1 Ca ag 0.2.
Screening CCCCOC(=O)Cn1c(=O)n(CC(=O)OCCCC)c2cc(C)ccc21 returned CHO parental Ca -11, CHO-K1 Ca PAM 19, TAAR1 antagonist -10, CHO-K1 Ca antag -10, M1 PAM 1, TAAR1 agonist 8, CHRM1 antagonist -21, CHRM1 agonist -5 and CHO-K1 Ca ag -0.3.
`Cc1ccc(C(=O)Nc2ccc(Nc3ccccc3)cc2)c(Cl)c1` gave CHO parental Ca -14, CHO-K1 Ca PAM 20, TAAR1 antagonist 10, CHO-K1 Ca antag -8, M1 PAM 9, TAAR1 agonist -2, CHRM1 antagonist -11, CHRM1 agonist -5 and CHO-K1 Ca ag 1.5.
`C[C@H](CO)N1C[C@H](C)[C@H](CN(C)C(=O)Nc2cccc3ccccc23)OCc2cnnn2CCCC1=O` gave CHO-K1 Ca PAM 14, TAAR1 antagonist -7, CHO-K1 Ca antag 1, M1 PAM 8, TAAR1 agonist 0, CHRM1 antagonist -18, CHRM1 agonist 6 and CHO-K1 Ca ag 0.0.
O=C(NCCO)c1cc2c([nH]c3ccccc32)c(-c2ccc(F)cc2)n1 was read as CHO-K1 Ca PAM -22, TAAR1 antagonist 23, CHO-K1 Ca antag -9, M1 PAM -5, TAAR1 agonist 3, CHRM1 antagonist 8, CHRM1 agonist -3 and CHO-K1 Ca ag 2.7.
Screening Cc1cccnc1C(NC(=O)C1CCN(CCOc2ccc(F)cc2)CC1)c1ccc(Cl)cc1 (stereo not drawn) returned CHO-K1 Ca PAM 18, TAAR1 antagonist -18, CHO-K1 Ca antag -8, M1 PAM -5, TAAR1 agonist 5, CHRM1 antagonist -6, CHRM1 agonist -6 and CHO-K1 Ca ag 3.2.
Screening CCOc1ccc(OCC)c(NC(=O)C2CCN(S(=O)(=O)c3c(C)[nH]c(=O)[nH]c3=O)CC2)c1 returned CHO parental Ca -2, CHO-K1 Ca PAM 21, TAAR1 antagonist -4, CHO-K1 Ca antag -5, M1 PAM 16, TAAR1 agonist 5, CHRM1 antagonist -6, CHRM1 agonist -5 and CHO-K1 Ca ag 1.2.
For CC[C@@H]1C/C=C\Cc2ccccc2[C@H](C(=O)C[C@@H](O)CC(C)=O)OC1=O the results were CHO parental Ca -11, CHO-K1 Ca PAM -13, TAAR1 antagonist -9, CHO-K1 Ca antag -9, M1 PAM 2, TAAR1 agonist 3, CHRM1 antagonist -7, CHRM1 agonist -7 and CHO-K1 Ca ag -0.2.
`COc1cc(/C=C(\C#N)C(=O)c2ccc(O)c(O)c2)cc(I)c1O` gave CHO parental Ca -2, CHO-K1 Ca PAM -9, TAAR1 antagonist 9, CHO-K1 Ca antag 5, M1 PAM -4, TAAR1 agonist 7, CHRM1 antagonist -15, CHRM1 agonist 5 and CHO-K1 Ca ag 2.6.
For O=C(NCc1ccccc1)c1cc[n+](Cc2ccccc2)cc1 the results were CHO parental Ca 4, CHO-K1 Ca PAM 3, TAAR1 antagonist -21, CHO-K1 Ca antag -12, M1 PAM -2, TAAR1 agonist 1, CHRM1 antagonist 3, CHRM1 agonist -7 and CHO-K1 Ca ag -0.2.
`Cc1c(Nc2nc3ccccc3nc2NS(=O)(=O)c2cccc(Cl)c2)c(=O)n(-c2ccccc2)n1C` gave CHO parental Ca -9, CHO-K1 Ca PAM 10, TAAR1 antagonist -17, CHO-K1 Ca antag 0, M1 PAM 6, TAAR1 agonist 1, CHRM1 antagonist -11, CHRM1 agonist -8 and CHO-K1 Ca ag -0.2.
Screening CN(Cc1ccccn1)Cc1nc(-c2ccc(Cl)cc2)no1 returned CHO parental Ca -6, CHO-K1 Ca PAM 0, TAAR1 antagonist 16, CHO-K1 Ca antag -8, M1 PAM 13, TAAR1 agonist -2, CHRM1 antagonist -16, CHRM1 agonist -2 and CHO-K1 Ca ag 1.8.
Screening CCCCc1ccc(-c2csc(/C(C#N)=C/c3ccc(C)o3)n2)cc1 returned CHO parental Ca -16, CHO-K1 Ca PAM 12, TAAR1 antagonist 2, CHO-K1 Ca antag -9, M1 PAM 6, TAAR1 agonist 2, CHRM1 antagonist -4, CHRM1 agonist -2 and CHO-K1 Ca ag 0.8.
`COc1ccc(NC(=O)CN2C(=O)C(C)Oc3ccccc32)c(OC)c1` (stereo not drawn) gave CHO parental Ca -6, CHO-K1 Ca PAM 14, TAAR1 antagonist 3, CHO-K1 Ca antag -15, M1 PAM 2, TAAR1 agonist 18, CHRM1 antagonist -3, CHRM1 agonist -4 and CHO-K1 Ca ag 0.9.
Screening O=[N+]([O-])c1ccc(N2CCc3ccccc3C2)cc1 returned CHO parental Ca -4, CHO-K1 Ca PAM -7, TAAR1 antagonist 4, CHO-K1 Ca antag 11, M1 PAM 0, TAAR1 agonist 7, CHRM1 antagonist -2, CHRM1 agonist -7 and CHO-K1 Ca ag -0.4.
For CCOCC(=O)Nc1ccccc1C(=O)OCC the results were CHO parental Ca 4, CHO-K1 Ca PAM -4, TAAR1 antagonist -3, CHO-K1 Ca antag 7, M1 PAM 13, TAAR1 agonist 11, CHRM1 antagonist -27, CHRM1 agonist -1 and CHO-K1 Ca ag -0.4.
CC1CCN(S(=O)(=O)c2cc(C(=O)N3CCN(c4ccccc4)CC3)ccc2Br)CC1 was read as CHO-K1 Ca PAM -2, TAAR1 antagonist 25, CHO-K1 Ca antag 21, M1 PAM -15, TAAR1 agonist -1, CHRM1 antagonist 23, CHRM1 agonist -3 and CHO-K1 Ca ag 7.0.
`COc1ccc(F)cc1COc1nc(C)nc2ccccc12` gave CHO parental Ca -16, CHO-K1 Ca PAM -10, TAAR1 antagonist -6, CHO-K1 Ca antag -11, M1 PAM 0, TAAR1 agonist 0, CHRM1 antagonist -2, CHRM1 agonist -5 and CHO-K1 Ca ag 1.5.

Compounds listed so far with a cyano group (2):
`COc1cc(/C=C(\C#N)C(=O)c2ccc(O)c(O)c2)cc(I)c1O` gave CHO parental Ca -2, CHO-K1 Ca PAM -9, TAAR1 antagonist 9, CHO-K1 Ca antag 5, M1 PAM -4, TAAR1 agonist 7, CHRM1 antagonist -15, CHRM1 agonist 5 and CHO-K1 Ca ag 2.6.
Screening CCCCc1ccc(-c2csc(/C(C#N)=C/c3ccc(C)o3)n2)cc1 returned CHO parental Ca -16, CHO-K1 Ca PAM 12, TAAR1 antagonist 2, CHO-K1 Ca antag -9, M1 PAM 6, TAAR1 agonist 2, CHRM1 antagonist -4, CHRM1 agonist -2 and CHO-K1 Ca ag 0.8.
